Screening data as filed in PubChem BioAssay.
CHO-K1 Ca PAM: nonselective calcium activators in parental CHO-K1 cells, primary screen, counter-screen for M1 PAM project, cell-based, Fluo-8 calcium fluorescence, full deck, 1536-well. ATP EC20; 0% at ATP EC20, 100% at ATP max. activation, % at 3 µM. 0.02% of 360,000 active;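 active = activation above the run cutoff, the mean activation of all test compounds plus 3 SD, cut at about 40% in these data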;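 note: peak over basal fluorescence ratio in a 140 s read after ATP addition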
M1 ag: human M1 muscarinic receptor agonists, primary screen, Fluo-8 calcium fluorescence, CHO-K1 cells, HTS | Muscarinic acetylcholine receptor M1 (Homo sapiens), P11229 | CHO-K1 hM1, agonist mode; 0% DMSO, 100% acetylcholine EC100 | activation, % at 3 µM | 0.33% of 360,000 active | AID 588814, 2011;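 active = activation above the run's mean compound activation plus 3 SD, cut at about 16% in these data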;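 note: peak over basal fluorescence ratio within a 140 s kinetic read after compound addition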
Target sequence (P11229 whole entry, looked up): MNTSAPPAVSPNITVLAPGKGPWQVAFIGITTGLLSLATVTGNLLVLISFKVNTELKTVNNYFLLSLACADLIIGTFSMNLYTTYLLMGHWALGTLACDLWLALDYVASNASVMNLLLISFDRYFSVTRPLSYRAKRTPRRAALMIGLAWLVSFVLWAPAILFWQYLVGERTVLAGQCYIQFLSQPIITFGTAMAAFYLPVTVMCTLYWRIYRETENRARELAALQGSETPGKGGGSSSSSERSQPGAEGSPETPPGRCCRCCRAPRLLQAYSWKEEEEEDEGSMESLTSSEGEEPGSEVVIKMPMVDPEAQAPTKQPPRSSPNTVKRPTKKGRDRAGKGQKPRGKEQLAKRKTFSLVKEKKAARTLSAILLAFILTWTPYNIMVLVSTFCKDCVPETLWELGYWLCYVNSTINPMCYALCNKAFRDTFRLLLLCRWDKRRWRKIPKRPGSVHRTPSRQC
CHO-K1 Ca ag: counter-screen for M1 agonists: effect in parental CHO-K1 cells. activation, % at 3 µM. Fluo-8 calcium fluorescence; scaled to maximal ATP response, vehicle zero. 0.48% of 360,000 active; in the data active = activation above about 15%;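 note: untransfected CHO-K1 host cells lacking M1 receptor as counterscreen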
CHO parental Ca: ATP-evoked calcium signal inhibitors, parental CHO, primary screen, counter-screen for OX1R antagonist project, cell-based, fluorescence, Fluo-8 calcium dye; parental CHO-K1, ATP-induced calcium, Fluo-8 fluorescence; inhibition, % at 5.6 µM; 0.63% of 330,000 active; AID 463079, 2010;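 active = inhibition above that plate's mean sample inhibition plus 3 SD, cut at about 26% in these data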;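 note: 0% = ATP-challenged DMSO wells and 100% = DMSO wells without ATP; some compounds past the cut are filed as inactive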
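Assay system: parental CHO cells; Read-out basis: percent inhibition of ATP-evoked calcium rise, normalized to controls; Benchmarks: ATP and no-ATP DMSO wells; Compound dosing: single nominal dose of 5.6 µM per compound; Signal: Fluo-8 calcium dye fluorescence; Also added: ATP as calcium-mobilizing challenge; Repeats: singlicate.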
TAAR1 ag: human TAAR1 agonists, primary screen, Fluo-8 calcium fluorescence, CHO RD-HGA16 cells; vehicle wells 0%, saturating PEA agonist 100%; Trace amine-associated receptor 1 (Homo sapiens), Q96RJ0; AID 624467, 2012; 0.99% of 360,000 active; activation, % at 3 µM;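 active = activation above the mean activation of all test compounds in the run plus 3 SD, cut at about 38% in these data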
Target sequence (Q96RJ0 whole entry, looked up): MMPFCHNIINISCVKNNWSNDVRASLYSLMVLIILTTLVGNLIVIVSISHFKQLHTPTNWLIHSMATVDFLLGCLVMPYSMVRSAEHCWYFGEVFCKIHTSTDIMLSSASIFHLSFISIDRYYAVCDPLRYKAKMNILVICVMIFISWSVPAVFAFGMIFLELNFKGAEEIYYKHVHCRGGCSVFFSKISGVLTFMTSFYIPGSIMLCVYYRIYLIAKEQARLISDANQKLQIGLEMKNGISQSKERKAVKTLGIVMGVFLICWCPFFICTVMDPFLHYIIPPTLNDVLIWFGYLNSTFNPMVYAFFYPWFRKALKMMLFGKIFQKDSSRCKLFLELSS
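Test system: RD-HGA16 (CHO) cells co-expressing Gα16 and hTAAR1 | Doses: Single dose, 3 µM | Schedule: 17-24 h seeding, 75 min 37 °C dye, 30 min RT | Evaluation: % activation from peak over basal fluorescence ratio, DMSO-to-PEA scaled | Technique: Kinetic Fluo-8 calcium fluorescence | Benchmarks: Low control DMSO, high control PEA (EC100)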
M1 PAM: human M1 muscarinic receptor positive allosteric modulators, primary screen, CHO-K1 cells, Fluo-8 calcium fluorescence, 1536-well | activation, % at 3 µM | Muscarinic acetylcholine receptor M1 (Homo sapiens), P11229 | AID 588819, 2011 | 0.088% of 360,000 active | CHO-K1 hM1, ACh EC20; 0% = ACh EC20, 100% = maximal ACh; in the data active = activation above about 19%, passing the limit was not always enough
CHRM1 antagonist: human M1 muscarinic receptor antagonists, primary screen, CHO-K1 cells, Fluo-8 calcium fluorescence, 1536-well; AID 588852, 2011; inhibition, % at 3 µM; CHO-K1 hM1, ACh EC80 antagonist; 1.3% of 360,000 active; Muscarinic acetylcholine receptor M1 (Homo sapiens), P11229;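 active = percent inhibition above its own plate's cutoff, namely the mean of that plate's compound wells plus 3 SD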;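 note: peak over basal fluorescence ratio during 140 s after agonist addition; 0% = ACh EC80 plus DMSO and 100% = DMSO alone without agonist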
TAAR1 antag: human TAAR1 antagonists, primary screen, Fluo-8 calcium fluorescence, CHO RD-HGA16 cells; 1.5% of 360,000 active; Trace amine-associated receptor 1 (Homo sapiens), Q96RJ0; inhibition, % at 3 µM; antagonist;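 active = inhibition above a per-plate cutoff, the mean inhibition of test compounds on that plate plus 3 SD, cut at about 49% in these data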;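 note: 0% = DMSO plus EC80 beta-PEA response and 100% = DMSO alone without agonist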
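Assay system: CHO-derived RD-HGA16 cells stably expressing human TAAR1 plus Gα16. Timing: 140 s kinetic read after compound, 140 s after agonist. Technique: kinetic Fluo-8 calcium fluorescence measurement. Measure: % inhibition of agonist calcium response.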
CHO-K1 Ca antag: counter-screen for M1 antagonists: effect in parental CHO-K1 cells. inhibition, % at 3 µM. ATP-induced calcium, Fluo-8 fluorescence. 0.6% of 360,000 active;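 active = inhibition above a per-plate cutoff, the plate's mean sample inhibition plus 3 SD, cut at about 24% in these data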;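 note: 0% = DMSO plus EC80 ATP and 100% = DMSO alone without ATP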
Starred values were filed as active, the others as inactive; / = no result given.

SMILES	CHO-K1 Ca PAM	M1 ag	CHO-K1 Ca ag	CHO parental Ca	TAAR1 ag	M1 PAM	CHRM1 antagonist	TAAR1 antag	CHO-K1 Ca antag
COc1ccccc1NC(=O)c1nn(C)cc1Br	0	-3	-0.5	-9	0	1	-24	-10	4
Cc1ccc(NC(=O)Cn2cnc(C(=O)Nc3ccc(C)c(C)c3)n2)cc1C	3	-2	0.1	-5	0	3	6	1	5
COc1ccc(Br)c(C(=O)NNC(=O)c2ccc(NS(=O)(=O)c3cccs3)cc2)c1	-12	-5	0.3	20	0	2	2	-4	-8
Cc1ccc(CN2CCN(CC(=O)N=Nc3c(O)[nH]c4ccccc34)CC2)cc1	21	-12	1.6	-27	0	8	-5	9	-13
COc1ccc(Cn2c(C)c(C)c(C#N)c2NC(=O)Nc2ccc(Cl)cc2)cc1	13	-3	2.2	-8	7	-13	16	1	5
CC(OC(=O)C1CSC2(c3ccc(F)cc3)CCC(=O)N12)C(=O)NC(N)=O (stereo not given)	13	-3	1.1	-10	15	7	-4	7	-13
C=CCN(CC=C)S(=O)(=O)c1ccc(C(=O)Nc2nnc(COC)o2)cc1	-8	0	-0.7	1	0	14	3	18	13
Cc1cc(C)cc(NC(=O)CCN2C(=O)c3ccccc3S2(=O)=O)c1	-4	-2	0.3	-15	0	-3	4	5	4
COc1cc(/C=N/NC(=O)NC23CC4CC(CC(C4)C2)C3)ccc1OCC(N)=O	10	5	11	2	28	-8	25	58*	-1
O=C(NCc1ccccn1)c1ccc2c(c1)N(Cc1ccccc1)CCS2	13	-6	3.4	-25	1	3	-20	-2	-18
CCOC(=O)C(O)(CCC(O)(C(=O)OCC)C(=O)OCC)C(=O)OCC	7	0	0.4	-12	0	9	-2	-8	-15
COc1cc(OC)cc(C(=O)N(CN2CCCC2=O)c2ccccc2OC)c1	7	-5	0.3	0	3	3	-2	-6	0
O=C(CCN1C(=O)c2ccccc2S1(=O)=O)Nc1ccc(F)cc1F	14	-1	2.2	-5	6	3	-3	-29	-10
CCOc1ccc(NC(=O)C2CC(=O)NC(N3CCc4ccccc43)=N2)cc1 (stereo not given)	25	-3	1.8	-10	1	13	-14	-15	-8
Cc1cccc(C)c1NC(=O)COc1ccccc1C(=O)Nc1ccc(Br)cn1	-7	-4	1.0	-18	3	1	1	16	-13
O=C(c1ccc(Cn2ccc([N+](=O)[O-])n2)cc1)N1CCN(Cc2ccccc2)CC1	16	-6	2.2	-9	9	3	-11	-16	-4
O=C(Cc1ccc(Cl)cc1)c1c[nH]c(C(=O)NCc2cccnc2)c1	13	0	1.2	-11	12	6	-12	-9	-20
CCC(C)Sc1ccc([C@H]2N[C@@](Cc3ccccc3)(C(=O)OC)[C@H]3C(=O)N(CC)C(=O)[C@@H]23)cc1OC (stereo not given in full)	-16	3	-0.1	-15	4	15	-7	7	-7
COc1cc(C(=O)NCC(=O)OCC(=O)Nc2ncc(Cl)cc2Cl)cc(OC)c1OC	23	-6	0.6	-21	-1	1	4	-8	-14
CCC(C(=O)Nc1cc(C)nn1-c1nc(C)cc(C)n1)c1ccccc1 (stereo not given)	-4	1	0.5	-24	16	-1	8	-19	9
CCn1c(SCC(=O)Nc2ccc3c(c2)OCCO3)nnc1-c1ccncc1	13	-3	1.1	2	0	8	-13	6	-12
O=C1CCN(C2CCN(Cc3nc(Cc4ccccc4F)no3)CC2)CCN1	14	-12	10	2	7	7	0	0	7
CCN(CC(=O)Nc1ccccc1C(F)(F)F)C(=O)c1oc2c(Cl)cccc2c1C	5	-2	0.7	-24	0	0	5	5	-8
O=C(Nc1nnc(SCc2ccc(F)cc2)s1)C1CC(=O)N(c2ccc3c(c2)OCCO3)C1 (stereo not given)	31	-8	1.7	-23	38*	-3	6	-4	-11
CCOC(=O)C1(Cc2cccc(F)c2)CCN(CC(O)CO)CC1 (stereo not given)	21	-2	1.1	11	4	7	-22	-14	-16

By substructure, the entries above with two or more sulfur atoms (two)
SMILES	CHO-K1 Ca PAM	M1 ag	CHO-K1 Ca ag	CHO parental Ca	TAAR1 ag	M1 PAM	CHRM1 antagonist	TAAR1 antag	CHO-K1 Ca antag
COc1ccc(Br)c(C(=O)NNC(=O)c2ccc(NS(=O)(=O)c3cccs3)cc2)c1	-12	-5	0.3	20	0	2	2	-4	-8
O=C(Nc1nnc(SCc2ccc(F)cc2)s1)C1CC(=O)N(c2ccc3c(c2)OCCO3)C1 (stereo not given)	31	-8	1.7	-23	38*	-3	6	-4	-11

Going on with the list.
SMILES	CHO-K1 Ca PAM	M1 ag	CHO-K1 Ca ag	CHO parental Ca	TAAR1 ag	M1 PAM	CHRM1 antagonist	TAAR1 antag	CHO-K1 Ca antag
CCc1ccc(C2CC(c3ccc(Cl)cc3)n3nc(N)nc3N2)cc1 (stereo not given)	4	-6	0.5	-9	2	-5	5	-16	1
CCOC(=O)Cc1csc(NC(=O)C(NC(=O)C2CCCCC2)C(C)C)n1 (stereo not given)	-9	-2	-0.2	-37	1	11	-16	-2	9
O=S(=O)(CCSc1ccc(C(F)(F)F)cn1)c1ccc(Cl)cc1	10	-1	0.3	-14	-2	2	-2	-27	-6
CC(C)(C)NC(=O)COC(=O)c1ccccc1C(=O)c1ccccc1	13	-4	1.0	-15	1	2	-1	5	-15
CCC(=O)N1CCc2cc(Br)cc(S(=O)(=O)N3CCCC(C(=O)NC(C)(C)C)C3)c21 (stereo not given)	11	-5	3.6	-26	6	4	-7	-4	-13
CC(Sc1nnnn1-c1ccc(O)cc1)C(=O)NNC(=O)c1ccc(F)cc1 (stereo not given)	-2	-3	0.3	-14	4	-4	8	0	-5
COc1ccc(OC)c(S(=O)(=O)Nc2ccc3[nH]c(=O)[nH]c3c2)c1	7	0	0.8	-7	0	7	-15	-9	-12
CCOC(=O)[C@H]1[C@H]2COc3ccc(OC)cc3[C@@H]2N2C(=O)[C@H](C)NC(=O)[C@@]12C	13	0	0.6	-7	1	9	-5	5	-5
COc1ccc(C(=O)NC(C(=O)N2CCN(c3ccccc3O)CC2)C(C)C)cc1 (stereo not given)	1	-6	0.0	-38	-3	8	-8	-4	-11
C[C@H]1CN([C@@H](C)CO)S(=O)(=O)c2ccc(Br)cc2O[C@H]1CN(C)C(=O)CCN1CCCCC1	13	-10	0.7	/	1	6	-16	-9	-13
CN(C)CC/C=C1/c2ccccc2CS(=O)(=O)c2ccccc21	17	-6	0.9	-6	0	-27	66*	-7	-9
COc1ccc2nc(C)cc(Nc3ccccc3OC)c2c1	8	-6	0.4	/	0	6	-11	-15	-1
O=C(O)c1ccccc1-n1c2ccccc2c2ccccc21	2	-4	0.8	-9	1	2	-3	-26	-12
O=C(N/N=C/c1cccc([N+](=O)[O-])c1O)C(O)(c1ccccc1)c1ccccc1	-3	-6	0.6	4	3	3	-17	-5	1
O=C(NCC(c1cccs1)N1CCOCC1)C1CCN(S(=O)(=O)c2cc(Cl)ccc2Cl)CC1 (stereo not given)	17	-6	3.8	/	2	1	-3	17	-16
COc1cccc(NC2=C(NCCO)C(=O)c3ccccc3C2=O)c1	-6	-6	-0.4	-15	-1	-3	3	-6	7
Cc1ccccc1CS(=O)(=O)CCC(=O)NCCN1CCN(c2cccc(Cl)c2)CC1	12	-5	7.9	1	5	1	0	9	-4
COc1cccc(C(=O)Nc2nc3ccccc3[nH]2)c1	15	-4	1.5	-30	10	5	-8	0	-4
CN1CCN(c2ccc(S(=O)(=O)N3CCOCC3)cc2NC(=O)CSCc2ccccc2)CC1	6	-9	-1.4	-12	-2	6	-8	2	-16
CCN1CCN(C(CNS(=O)(=O)c2ccc(C)cc2)c2cccnc2)CC1 (stereo not given)	11	-3	-0.2	-5	0	8	-1	-4	12
C#CCNC(=O)/C=C/c1ccc(OC)cc1	2	-6	-0.4	4	13	8	-4	-4	-8
Cc1nn(-c2ccccc2)c2nc(C(F)(F)F)[nH]c(=O)c12	27	-2	1.9	-9	0	-1	5	3	-17
CCN(CC)CCCn1c(=S)[nH]c2ccccc2c1=O	12	-6	0.5	-10	7	1	7	-6	-6
O=C(COC(=O)c1cccc2ccccc12)Nc1ncc(C(F)(F)F)cc1Cl	10	-5	0.2	-10	0	1	-9	-1	10
COc1ccc(C(CNC(=O)C(Cc2ccccc2)NC(N)=O)N(C)C)cc1 (stereo not given)	8	-3	0.5	-4	-4	6	-8	103*	4

Next section.
SMILES	CHO-K1 Ca PAM	M1 ag	CHO-K1 Ca ag	CHO parental Ca	TAAR1 ag	M1 PAM	CHRM1 antagonist	TAAR1 antag	CHO-K1 Ca antag
COc1ccc(C(=O)Nc2cccc(-c3cc4ccccc4oc3=O)c2)cc1[N+](=O)[O-]	-3	-2	-0.4	0	-4	0	2	-4	1
COc1ccc(S(=O)(=O)N(CC(=O)NC2CC2)Cc2ccccc2)cc1	-2	-5	0.0	-7	0	6	-11	-25	-17
O=C(NCCCO)C(=O)c1c(-c2ccccc2)cc2ccccn12	8	-4	-0.6	-10	5	10	-14	-11	-13
CCOC(=O)c1cc(NC(=O)C2C3C=CC(O3)C2C(=O)O)cc(C(=O)OCC)c1 (stereo not given)	4	-1	-0.4	0	-1	13	-11	-39	-19
Cc1nnc(SCC(=O)NCc2ccco2)n1-c1ccccc1	1	-4	0.2	-10	16	-1	6	8	1
COc1ccc(C(=O)COC(=O)c2cc(=O)c3ccccc3o2)c(OC)c1	-14	2	-0.5	/	1	21	-25	-3	19
COc1cc(-c2nc(-c3ccc4c(c3)-c3ccccc3S4(=O)=O)c(-c3ccccc3)[nH]2)cc(OC)c1O	13	-3	1.1	11	11	-1	10	18	-7
CC1CCc2[nH]c3ccc(C(=O)N(C)CC(=O)Nc4ccccc4Br)cc3c2C1 (stereo not given)	0	1	5.2	-10	8	7	-6	47	4
NS(=O)(=O)c1ccc(N/N=C/c2cn(-c3ccccc3)nc2-c2ccccc2)c([N+](=O)[O-])c1	-2	-2	0.4	-3	-5	1	2	-11	-10
Cc1ccc(NC(=O)c2ccc(S(=O)(=O)N3CCCCCC3)cc2)nc1	3	-4	-0.1	4	0	1	-1	-24	13
Cc1cc2c(cc1S(=O)(=O)Nc1cccc(F)c1C)NC(=O)CO2	-4	-1	1.7	-9	0	-4	3	-1	-5
